# RAD54 inh = RAD54 (human) branch migration inhibition. actives 0.14% (n = 360,000). Q92698. RAD54 Holliday junction branch migration, FAM/BHQ fluorescence. inhibition, % at 10.4 µM;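 active = mean normalized replicate activity at least 40 and at least half of replicates scoring 40 or more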;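 also: 0% = median of neutral control wells and 100% = median of positive control wells; inhibitors cause a drop in the FAM fluorescence signal; in these data hits start at about 50%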
# Target sequence (Q92698 whole entry, looked up): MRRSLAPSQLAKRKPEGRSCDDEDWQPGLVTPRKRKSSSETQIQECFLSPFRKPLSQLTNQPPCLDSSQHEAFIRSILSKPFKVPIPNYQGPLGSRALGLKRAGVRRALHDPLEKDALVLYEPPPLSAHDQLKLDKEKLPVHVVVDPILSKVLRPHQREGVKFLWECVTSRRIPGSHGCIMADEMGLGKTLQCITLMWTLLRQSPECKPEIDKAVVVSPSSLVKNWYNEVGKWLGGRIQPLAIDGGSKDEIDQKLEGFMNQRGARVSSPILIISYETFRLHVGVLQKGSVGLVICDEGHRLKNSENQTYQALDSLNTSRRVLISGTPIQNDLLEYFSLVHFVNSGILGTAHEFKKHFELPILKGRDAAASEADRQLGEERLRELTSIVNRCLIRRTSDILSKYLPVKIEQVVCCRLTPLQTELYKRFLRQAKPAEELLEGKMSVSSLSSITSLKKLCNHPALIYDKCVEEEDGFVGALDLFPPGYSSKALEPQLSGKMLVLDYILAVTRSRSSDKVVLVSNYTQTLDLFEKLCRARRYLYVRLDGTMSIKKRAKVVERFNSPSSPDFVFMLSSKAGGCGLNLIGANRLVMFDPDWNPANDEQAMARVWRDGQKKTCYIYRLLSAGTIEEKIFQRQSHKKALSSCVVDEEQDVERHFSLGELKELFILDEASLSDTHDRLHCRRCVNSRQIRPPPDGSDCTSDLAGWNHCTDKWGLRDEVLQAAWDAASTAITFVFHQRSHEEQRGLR
# * marks the source's active call; other numbers are inactive results.
SMILES,RAD54 inh
COc1ccc(C(=O)Nc2oc(-c3ccccc3)c(-c3ccccc3)c2C#N)cc1,2.9
CCCc1nnc(NC(=O)C2CCCO2)s1 (configuration not stated),3.7
Cc1ccc(-c2csc3ncnc(Nc4ccc(N5CCOCC5)cc4)c23)cc1,-5.5
COc1ccc(OCc2nnc(SC(C)C(=O)Nc3nccs3)n2-c2ccccc2)cc1 (configuration not stated),-0.4
N#CC1=C(N)N=C(SCc2cccc3ccccc23)C(C(N)=O)C12CCCCC2 (configuration not stated),1.9
O=C(/C=C/c1ccc(Cl)c([N+](=O)[O-])c1)Nc1cccnc1,6.0
Cc1ccc(Nc2nc(N)nc(CSc3nccn3C)n2)cc1,-8.8
Cc1nc(NC(=O)COc2ccccc2)sc1C(=O)Nc1cccc(Cl)c1,-2.4
CC(=O)Nc1sc2c(c1C#N)CCCCC2,-2.0
CSc1nc(Cc2ccc(Cl)cc2)nc2ccccc12,0.0
COc1cc(/C=N/NC(N)=O)cc(Br)c1OCc1ccc(C)cc1,2.5
O=C(COC(=O)COc1ccccc1)Nc1ccccc1OC(F)F,-8.5
CC1CC(C)CN(S(=O)(=O)c2ccc3c(c2)CCN3C(=O)CCC(=O)O)C1 (configuration not stated),1.2
CCOC(=O)c1[nH]c2cc3c(cc2c1NC(=O)CN1CCC(C)CC1)OCO3,-3.0
CCN=C1SC(CC(=O)NCCc2ccc(OC)cc2)C(=O)N1CC (configuration not stated),-0.8
Cc1ccc(NS(=O)(=O)c2ccc(NC(=O)c3cccc(NC(=O)C(C)C)c3)cc2)cc1,-8.8
COc1ccc(CCNC(=O)Cn2cnc3c(cnn3-c3ccccc3Cl)c2=O)cc1OC,3.1
CC(C)(O)C(=O)NN(C(=O)c1ccccc1)c1ccc2ccccc2c1,1.5
CCn1c(SCC(=O)c2ccc(F)cc2)nnc1-c1ccoc1C,2.2
Cc1cc(O)ccc1C1(c2ccc(O)cc2C)OC(=O)c2ccccc21,9.6
CC1=CC(C)(C)N(C(=O)CN2C(=O)c3ccccc3C2=O)c2ccc(C)cc21,2.5
Cc1ccc(S(=O)(=O)N2CCN(Cc3ccccc3C(F)(F)F)CC2)cc1,5.3
O=C(NC1CCCC1)C(c1ccsc1)N(Cc1ccco1)C(=O)Cc1cccs1 (configuration not stated),-0.9
O=C(c1ccccc1)c1ccc(C(=O)N2CCN(c3ccc(F)cc3)CC2)o1,-7.3
O=C(Nc1ncc(C(F)(F)F)cc1Cl)C1COc2ccccc2O1 (configuration not stated),1.7
CC1(C)CC2(CCO1)OC(=O)CC2C(=O)NCCc1ccccc1 (configuration not stated),6.0
CCCc1cc(=O)[nH]c(SCC(=O)NC)n1,5.2
Clc1ccc2nc(C3CCN(Cc4ccccc4)CC3)[nH]c2c1,-8.3
Cc1ccc2c(c1)/C(=N/O)CCS2,-3.1
O=C(NCCCCNC(=O)c1ccc(Br)s1)c1ccc(Br)s1,-3.4
O=C(O)c1ccc2c(c1)S(=O)(=O)c1ccccc1C2=O,-6.8
CC(C)COc1ccc(-c2nnc(-c3ccncc3)o2)cc1,1.7
COc1cccc(CNC(=O)CCn2c(=O)oc3ccccc32)c1,-7.8
O=C(NC1CCCCC1)N1CCCc2ccccc21,6.2
CC(C)C12CN3CC(C(C)C)(CN(C1)C3c1ccco1)C2=O (configuration not stated),6.3
Cc1cc(NC(=O)CSc2nccn2-c2ccc(F)cc2)no1,-13.2
Cc1cccc2cc(CN(CCCO)C(=O)Nc3ccccc3Cl)c(=O)[nH]c12,-0.2
O=c1c2ccccc2sn1-c1cc(S(=O)(=O)N2CCOCC2)ccc1N1CCCC1,4.6
O=C1NC(Nc2nccs2)(C(F)(F)F)C(=O)N1CCc1ccccc1 (configuration not stated),-1.0
CC(C)COC(=O)c1cccc2c1-c1ccccc1/C2=N\O,7.2
CN(C)C(=O)c1snnc1-c1ccccc1,-8.6
CCN(CC(=O)NC)S(=O)(=O)c1ccc(Br)cc1,2.8
CSc1nnc(C)c(/C=C/Nc2ccc(C)cc2)n1,1.6
O=C(Cn1ncc2c(=O)oc3ccccc3c21)N1CCN(C(=O)c2ccco2)CC1,-1.1
CCCC(C)n1[nH]c(=O)c2c(C)cc(C)nc21 (configuration not stated),0.4
Cc1c(C(=O)NCc2ccco2)oc2ccc(S(=O)(=O)N3CCC4(CC3)OCCO4)cc12,-1.3
O=C(CSC1CC(=O)N(CCc2ccccc2)C1=O)Nc1ccc(Br)cc1 (configuration not stated),2.0
O=C(Nc1ccccc1)c1n[nH]c(Cn2cncn2)n1,-11.8
CCN(CC)c1nc(N(CC)CC)[nH]c(=O)n1,-1.6
COc1ccc(O)c(C(=O)c2cc(C#N)c(=O)n(CC3CCCO3)c2)c1 (configuration not stated),5.0
# Going on with the list.
SMILES,RAD54 inh
O=C(CN1CCC(n2nnc3cc(F)ccc32)CC1)NCCc1nc2ccccc2[nH]1,11.8
CCCCCCCCNc1ncnc2ccccc12,0.0
CCN1CCN(c2ccc(S(=O)(=O)N3CCCCC3)cc2NC(=O)c2ccc(C)o2)CC1,-0.2
O=C(CCCOc1ccc(Cl)cc1Cl)NCCCO,8.2
CCC(Sc1nc(C)cc(=O)[nH]1)C(=O)Nc1nc2c(s1)CCCC2 (configuration not stated),4.0
CCOC(=O)Nc1c(O)ccc2oc(C)c(-c3ccccc3)c12,4.3
Cc1ccc(C)c(CN2C(=O)C3CCCN3c3ccc(C#N)cc32)c1 (configuration not stated),-0.3
COc1ccc(C2(C(=O)NC3CCCCC3)CCOCC2)cc1OC,5.2
O=C(CSc1nc2ncccc2[nH]1)Nc1ccc2c(c1)OCCO2,-10.9
CCOCCCNC(=O)CN1C(=O)COc2ccc(S(=O)(=O)N3CCC(C)CC3)cc21,-12.3
Fc1ccc(C(c2nnnn2Cc2ccco2)N2CCN(C3CCCCC3)CC2)cc1 (configuration not stated),1.8
O=C(O)c1[nH]c2ccccc2c1NS(=O)(=O)Cc1ccccc1,-4.7
Cc1ccc(F)cc1NC(=O)C12CC3CC(C1)CC(n1cnc([N+](=O)[O-])n1)(C3)C2,2.2
O=C(CSc1nnc(-c2ccccc2)c(-c2ccccc2)n1)NCc1ccco1,5.7
c1cnc2ccc(C(c3nnnn3C3CCCCC3)N3CCN(C4CCCCC4)CC3)cc2c1 (configuration not stated),11.5
C(=N\n1cncn1)/c1ccc(N2CCOCC2)cc1,-2.0
O=C(CSc1nnc(COc2ccc(F)cc2)o1)N1c2ccccc2CCc2ccccc21,-4.6
CC1c2[nH]c3ccccc3c2CCN1C(=O)Nc1ccccc1 (configuration not stated),0.1
O=C(O)CCSc1nc2ccccc2c(=O)[nH]1,0.0
CCCCCCCCCSc1n[nH]c(N)n1,2.4
c1coc(-c2nc(-c3ccncc3)no2)c1,-15.7
CCOc1ccc(NC(=O)N2CCC(n3nnc4cc(C)ccc43)CC2)cc1,-26.2
CC(C)CCNC(=O)C(c1ccco1)N(Cc1cccs1)C(=O)Cn1nnc2ccccc21 (configuration not stated),0.2
COc1ccc(NC(C)=O)cc1NC(=O)CN1CCN(c2ccccn2)CC1,-17.7
COc1ccccc1OCc1ccc(C(=O)NCCN(C)C)o1,3.9
CN(C)C(=O)C(=O)c1cccn1-c1ccccc1C#N,-8.3
CCOC(=O)CSc1nnc(CNC(=O)c2ccc(S(=O)(=O)N3CCCCC3)cc2)n1C,-10.4
CC12CCC(C(=O)NCc3ccccn3)(OC1=O)C2(C)C (configuration not stated),0.0
CCCCN(CCCC)c1nc2ccccc2nc1NS(=O)(=O)c1ccc(NC(C)=O)cc1,0.0
Cn1c(=O)[nH]c(=O)c2c1ncn2CCN1CCOCC1,-0.7

# 3 neighbouring compounds out of the list so far, quoted:
SMILES,RAD54 inh
CC12CCC(C(=O)NCc3ccccn3)(OC1=O)C2(C)C (configuration not stated),0.0
CCCCN(CCCC)c1nc2ccccc2nc1NS(=O)(=O)c1ccc(NC(C)=O)cc1,0.0
Cn1c(=O)[nH]c(=O)c2c1ncn2CCN1CCOCC1,-0.7

# (cont.)
SMILES,RAD54 inh
Cn1c(=O)c2c(nc(N3CCOCC3)n2Cc2c(F)cccc2Cl)n(C)c1=O,-0.7
Cc1ccc2oc(-c3ccco3)nc2c1,-6.4
COc1ccc(/C=C2\CCCC3C2=NN(C(=O)c2ccco2)C3c2ccc(OC)c(OC)c2)cc1OC (configuration not stated),3.1
CC1=C(C(=O)OCC2CCCCC2)C(c2cccc(O)c2)NC(=O)N1 (configuration not stated),-7.9
CC(=O)c1c(O)cc(=O)n(-c2ccccc2)c1-c1ccc(C)cc1,1.8
Cc1cnc(NC(=O)CCCSc2nc3ccccc3s2)s1,-6.9
CCOC(=O)C1CCN(C(=O)c2oc3ccc(S(=O)(=O)N4CC(C)CC(C)C4)cc3c2C)CC1 (configuration not stated),-3.1
Cc1ccc(C(=O)N2CCCC2)cc1Br,10.3
Cc1cccc(C(=O)Nc2nnc(Cc3c[nH]c4ccccc34)s2)c1,6.9
CCN(CCCNC(=O)CN(C)S(=O)(=O)c1cccc2nsnc12)c1ccccc1,-8.4

# An excerpt from above in order of molecular weight, low to high.
SMILES,RAD54 inh
Cc1ccc2oc(-c3ccco3)nc2c1,-6.4
CC1=C(C(=O)OCC2CCCCC2)C(c2cccc(O)c2)NC(=O)N1 (configuration not stated),-7.9
Cc1cccc(C(=O)Nc2nnc(Cc3c[nH]c4ccccc34)s2)c1,6.9
Cc1cnc(NC(=O)CCCSc2nc3ccccc3s2)s1,-6.9
CCN(CCCNC(=O)CN(C)S(=O)(=O)c1cccc2nsnc12)c1ccccc1,-8.4
CCOC(=O)C1CCN(C(=O)c2oc3ccc(S(=O)(=O)N4CC(C)CC(C)C4)cc3c2C)CC1 (configuration not stated),-3.1

# Remaining list, next part
SMILES,RAD54 inh
O=C(NCc1ccco1)c1ccc(=O)oc1,8.3
COc1cccc(NC(=O)C2CC(=O)OC23CCOC(C)(C)C3)c1 (configuration not stated),8.5
Cc1cc(=O)oc2cc(OC(C)C(=O)N3CCOCC3)ccc12 (configuration not stated),1.0
COc1ccccc1OCC(=O)Nc1ccc(C(N)=O)cc1,-6.8
COc1cc(OC)cc(C(=O)Nc2ccccc2C(=O)N2CCCC2)c1,5.2
NC(=O)CN1CCOCCOCCOCCOCCOCC1,-7.9
O=C(/C=C/c1ccc(OCCCF)cc1)NCc1cccc(Cl)c1,2.4
CCOc1cc(C2/C(=C(\O)c3cc(C)ccc3C)C(=O)C(=O)N2CCN(C)C)ccc1O (configuration not stated),-7.5
Cc1cnc(C(=O)OCC(=O)NC2CCCC(C)C2C)cn1 (configuration not stated),5.8
COC(=O)C1=C(C)C(c2ccc(OC)cc2OC)NC(=O)N1 (configuration not stated),-12.5
Cc1cc(OC(C)C(=O)N/N=C/CC(C)c2ccccc2)ccc1Cl (configuration not stated),-0.4
O=C(Nc1ccc2c(c1)OCCO2)C1CCCN(c2ncccn2)C1 (configuration not stated),-16.0
COCCNC(=O)CN1c2ccccc2CC1C (configuration not stated),3.6
CCc1ccc(S(=O)(=O)NCCc2cn3ccccc3n2)s1,-5.4
CCOc1ccc(S(=O)(=O)NCCC(=O)OCN2C(=O)c3ccccc3C2=O)cc1,23.8
O=C(NC1CCCCC1)c1ccc(N2CCCC2=O)cc1,-4.7
CCN(CC)c1ccc(NC(=O)Nc2cccc(C(C)=O)c2)cc1,2.5
COc1cc(CNn2nnnc2N)ccc1OCC(=O)NC(C)(C)C,-0.4
CC(=O)N1c2c(cc(Br)cc2S(=O)(=O)N2CCN(C(=O)c3ccco3)CC2)CC1C (configuration not stated),-1.6
O=C(NC(C(=O)O)c1ccccc1)c1ccc(S(=O)(=O)N2CCOCC2)cc1 (configuration not stated),1.1
CC1CCC(C(C)C)C(OC(=O)CSc2nnc(N)s2)C1 (configuration not stated),-22.1
N/C(CSc1nc(-c2ccccc2)c(-c2ccccc2)o1)=N\O,4.0
CCOc1ccccc1NC(=O)NC1Cc2ccccc2C1,-3.5
O=C(COc1ccc(Cl)cc1)Nc1ccccc1CO,12.1
Cc1ccc(-n2nc(-c3cccs3)cc2C(=O)NCC2CCCO2)c(C)c1 (configuration not stated),-11.4
COc1cc(OC)cc(C(=O)N2CCN(S(C)(=O)=O)CC2)c1,-9.8
COc1ccc(CCNC(=O)CN2C(=O)c3ccccc3S2(=O)=O)cc1,-5.9
COCCNC(=O)c1ccc2c(c1)ncn2-c1ccc(F)c(F)c1,-3.8
CCOC(=O)N1CCN(c2nc(C)c3c(n2)CC(C)CC3=O)CC1 (configuration not stated),-11.5
COc1cccc(OCCNC(=O)c2cccc(OC)c2)c1,3.4

# 2 records picked at random from the list so far:
SMILES,RAD54 inh
COc1cc(OC)cc(C(=O)N2CCN(S(C)(=O)=O)CC2)c1,-9.8
COCCNC(=O)c1ccc2c(c1)ncn2-c1ccc(F)c(F)c1,-3.8

# Other structures follow.
SMILES,RAD54 inh
Cc1ccccc1-n1nnnc1SC1CCOC1=O (configuration not stated),-11.3
COc1cccc(/C=C2\Oc3cc(OCC(=O)N4Cc5ccccc5C[C@H]4C(=O)O)ccc3C2=O)c1,-0.8
COCCNC(=O)C(=O)Nc1ccc(Br)cc1,-9.2
c1ccc(NCc2nc(-c3ccccc3)no2)cc1,5.2
CN1C(=O)N(C)C2(CC1(C)C)CC(C)(C)N(C)C(=O)N2C,-6.0
N#Cc1c(NC(=O)CSc2ncn(-c3ccccc3)n2)sc2c1CCCC2,-0.4
CCc1nc(Sc2nc(C)cc(C)n2)c2oc3ccccc3c2n1,-17.2
Cc1cc2c(cc1C)C(=O)NC(C)(C)C2,-15.9
Cc1nc(N2CCCC2)c2ccsc2n1,-3.3
O=C(Nc1cccc(C(F)(F)F)c1)/C(=C/c1ccco1)NC(=O)c1cccs1,-1.1
CCCC(=O)Nc1c(C)n[nH]c1C,-3.5
CC(=O)OCC(OC(C)=O)C(OC(C)=O)C(OC(C)=O)C(=O)Nc1ccc(C)cc1 (configuration not stated),6.2
CCSc1nnc(Nc2ccccc2)s1,0.5
O=C(CC1(C(F)(F)F)OCCO1)Nc1ccc2c(c1)OCO2,-2.9
Cn1c(CCNC(=O)c2ccco2)nc2cc(NC(=O)C3CCCCC3)ccc21,3.3
CC1CCc2c(nc3ncnn3c2N2CC(C)OC(C)C2)C1 (configuration not stated),-16.1
Cc1cnc(Sc2ncccc2[N+](=O)[O-])nc1,2.4
Cc1ccc(CSc2nnc(NC(=O)C3COc4ccccc4O3)s2)cc1 (configuration not stated),-8.8
CN(C)CC(=O)c1c[nH]c2ccccc12,-7.0

# Source: PubChem BioAssay

# The list is partial. The share of hits here may be higher or lower than overall.
